S2 tox – cell viability loss in ATXN counter-screen | S2 cells (HEK-293 line with an ATXN2-luciferase reporter) viability, CellTiter-Fluor protease fluorescence, 24 h | Potency, µM (series often up to 56.7 µM), hits mostly cytotoxic | 400,000 compounds, 0.49% hits | AID 651635; further: nearly all actives have a fitted effect of over 40% in size
MCF10A rereplic – induces DNA re-replication in MCF 10a normal breast cells; MCF 10A DNA re-replication, Hoechst nuclear intensity, 48 h; 350,000 compounds, 2.9% hits; Potency, µM (highest dose often 46.1 µM), inactives show at the highest dose activity, positive = re-replication, usual class: activators; further: % of control where 0% means no effect; nearly all actives have a fitted effect of over 50% in size
TGFb SMAD3 inh – inhibitors of TGF-b signaling; Potency, µM (doses to about 46.1 µM), inactives show at the top dose activity, negative = inhibition, hits mostly inhibitors; AID 588855; 410,000 compounds, 1.2% hits; HepG2 CAGA-GFP TGF-b/SMAD3 reporter, GFP fluorescence, 18 h; TGF-beta stimulated, 500 pg/mL final; further: on the % scale 0 is the no-effect control and ±100 the full control effect; nearly all actives have a fitted effect of over 65% in size
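Using HEPG2 CAGA-GFP reporter cells at 1000 cells/well, we pinned test compounds, stimulated with recombinant TGF-beta (500 pg/mL final) and measured total well GFP after 18 h.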
HepG2 tox – kills HepG2 cells in TGF-b inhibitor counter-screen | 410,000 compounds, 0.76% hits | Potency, µM (top dose mostly 46.1 µM), for inactives: at the highest dose activity change, negative = cytotoxicity, most hits filed as cytotoxic | HepG2 CAGA-GFP viability, ATP luminescence, 18 h; further: some results filed as inactive show a strong effect at the top dose
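CellTiter-Glo luminescence gave cytotoxicity after 18 hours at 37 degrees C. The cells were HepG2 CAGA-GFP in 1% FBS DMEM, stimulated with 500 pg/mL TGF-beta after compound addition. %Activity was normalised to no-cell wells (complete cell-killing) and DMSO (no toxicity), and curves were fitted and classified.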
ATXN2 expr inh – inhibitors of ATXN2 expression; AID 1745845; Potency, µM (highest dose often 57 µM), for the others: at the highest dose activity change, negative = inhibition, usual class: inhibitors; HEK-293 ATXN2-luciferase reporter, luminescence, 24 h; 360,000 compounds, 0.72% hits; further: on the % scale 0 is the no-effect control and ±100 the full control effect; nearly all actives have a fitted effect of over 55% in size
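qHTS (up to 57 uM final) was run with 24 h compound exposure of reporter cells at 37 °C. Each well was multiplexed: SteadyGlo luminescence measured ATXN2-luciferase expression after a fluorogenic Gly-Phe-AFC viability readout (25 uM final).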
EPAC2 antag – blocks human EPAC2 exchange factor; EPAC2 GEF exchange of Rap1B-BODIPY-GDP, fluorescence; Potency, µM (highest dose often 114 µM), without a hit: top-dose activity, negative = inhibition, actives largely listed as inhibitors; Q8WZA2; 360,000 compounds, 0.18% hits; further: on the % scale 0 is the no-effect control and ±100 the full control effect; nearly all actives have a fitted effect of over 45% in size; many of its hits are not listed in these tables
Target sequence (Q8WZA2 whole entry, looked up): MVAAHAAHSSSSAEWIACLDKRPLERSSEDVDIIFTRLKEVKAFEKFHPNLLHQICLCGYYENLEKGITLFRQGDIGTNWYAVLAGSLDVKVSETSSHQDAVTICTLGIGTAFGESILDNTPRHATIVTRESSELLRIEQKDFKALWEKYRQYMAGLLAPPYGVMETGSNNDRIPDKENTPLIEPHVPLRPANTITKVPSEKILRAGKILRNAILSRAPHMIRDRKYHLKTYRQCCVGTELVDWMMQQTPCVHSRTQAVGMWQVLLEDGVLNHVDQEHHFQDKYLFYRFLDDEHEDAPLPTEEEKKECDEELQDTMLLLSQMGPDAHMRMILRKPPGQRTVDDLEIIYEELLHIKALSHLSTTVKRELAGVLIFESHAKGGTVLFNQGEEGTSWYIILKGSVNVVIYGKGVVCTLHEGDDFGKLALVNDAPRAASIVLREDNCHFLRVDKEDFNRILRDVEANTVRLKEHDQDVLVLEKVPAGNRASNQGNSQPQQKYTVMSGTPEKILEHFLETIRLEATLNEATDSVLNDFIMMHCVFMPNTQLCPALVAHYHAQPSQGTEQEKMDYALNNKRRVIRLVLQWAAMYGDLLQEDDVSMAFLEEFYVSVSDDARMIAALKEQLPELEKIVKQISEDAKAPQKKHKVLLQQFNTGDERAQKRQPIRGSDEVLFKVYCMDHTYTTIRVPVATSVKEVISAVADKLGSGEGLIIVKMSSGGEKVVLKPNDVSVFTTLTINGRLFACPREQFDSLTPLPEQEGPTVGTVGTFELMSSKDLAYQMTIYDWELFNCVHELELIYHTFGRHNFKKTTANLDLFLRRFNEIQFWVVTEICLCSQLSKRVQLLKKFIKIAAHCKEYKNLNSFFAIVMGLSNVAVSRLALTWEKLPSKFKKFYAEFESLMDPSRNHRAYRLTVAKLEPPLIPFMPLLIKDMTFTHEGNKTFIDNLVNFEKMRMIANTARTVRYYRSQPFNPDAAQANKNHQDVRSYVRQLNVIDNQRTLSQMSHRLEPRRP
Nrf2 ARE act – activates Nrf2 signaling; AID 624171; AREc32 ARE-luciferase reporter (MCF7-derived line), luminescence, 24 h; 410,000 compounds, 0.31% hits; Potency, µM (titrated, usually from 46.1 µM), for the others: top-dose activation, actives largely listed as activators; further: % of control where 0% means no effect; nearly all actives have a fitted effect of over 65% in size
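Luciferase luminescence (Steady-Glo, 30 min at room temperature) served as the read-out of ARE activation in AREc32 cells treated with compounds for 24 hr at 37 deg C.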
A549 viability – kills or reduces viability of A549 cells in Nrf2 counter-screen. Potency, µM (top dose mostly 46 µM), for the others: at the highest dose activity change, negative = cytotoxicity, hits mostly inhibitors. 390,000 compounds, 0.16% hits. AID 504648. A549 ARE-Fluc cells, CellTiter-Fluor viability, 18-24 h; further: on the % scale 0 is the no-effect control and ±100 the full control effect
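A549 ARE_Fluc cells in 5% FBS OPTI-MEM were exposed to compounds in concentration-response for 18-24 h at 37 deg C. Viability was read by CellTiter-Fluor fluorescence (Ex 405/Em 525) after 30 min, before the luciferase read.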
Nrf2 inh – inhibitors of Nrf2 signaling; 360,000 compounds, 2.1% hits; A549 ARE-Fluc reporter, luciferase luminescence, 18-24 h; Potency, µM (doses to about 46 µM), for inactives: at the highest dose activity change, negative = inhibition, most hits filed as inhibitors; further: on the % scale 0 is the no-effect control and ±100 the full control effect; nearly all actives have a fitted effect of over 60% in size
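Cells were seeded and rested 2 h, then exposed to compounds for 18-24 h. CellTiter-Fluor was read first as a viability measure. BugLite was added 15 min before the final luminescent read of ARE-luciferase activity in A549 cells.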
The depositor's hits bear a star; & = joins results of further samples; [ ] = dose if it differs, or a comment. The call rests on the fitted dose curve; in most records, active means well fitted curve in the direction sought with a large enough effect; inconclusive means small, poorly fitted or top-dose-only effect, or another doubt; inactive means no such curve, though single readings can be large; an effect the other way counts as inactive or inconclusive. Potency means the concentration at half of the fitted maximal effect.

Screening COc1ccc(NC(=O)C2CCCN(S(=O)(=O)c3cccnc3)C2)cc1 (configuration not stated) returned S2 tox inactive, MCF10A rereplic -3%, TGFb SMAD3 inh 3%, HepG2 tox -21%, ATXN2 expr inh -3%, EPAC2 antag 7%, Nrf2 ARE act 0.2%, A549 viability -3% and Nrf2 inh -7%.
For O=C(CSc1cccc[n+]1[O-])Nc1cccc(Oc2ccccc2)c1 the results were S2 tox inactive, MCF10A rereplic 3%, TGFb SMAD3 inh -7%, HepG2 tox 5%, ATXN2 expr inh 20%, EPAC2 antag 6%, Nrf2 ARE act 3.4%, A549 viability 0% and Nrf2 inh 6%.
`Cc1ccc(NC(=O)NCCCN2CCCC2=O)cc1Cl` gave S2 tox inactive, MCF10A rereplic 17%, TGFb SMAD3 inh -19%, HepG2 tox 5%, ATXN2 expr inh 40%[activator], EPAC2 antag 9%, Nrf2 ARE act -2.2%, A549 viability 0% and Nrf2 inh inconclusive.
For COc1ccc(CCNS(=O)(=O)c2ccc(F)cc2)cc1OC the results were S2 tox inactive, MCF10A rereplic -5%, TGFb SMAD3 inh 1%, HepG2 tox -10%, ATXN2 expr inh 2%, EPAC2 antag -2%, Nrf2 ARE act -0.5%, A549 viability -4% and Nrf2 inh -6%.
For CC(NC(=S)NC1CCCCC1)C(c1ccccc1)N1CCOCC1 (configuration not stated) the results were S2 tox inactive, MCF10A rereplic inconclusive, TGFb SMAD3 inh -4%, HepG2 tox -15%, ATXN2 expr inh -15%, EPAC2 antag 7%, Nrf2 ARE act 0.7%, A549 viability 1% and Nrf2 inh -4%.
For COc1ccc(/C=C/C(=O)N2CCN(C)CC2)cc1OC the results were S2 tox inactive, MCF10A rereplic 2%, TGFb SMAD3 inh 34%[activator], HepG2 tox 5%, EPAC2 antag 6%, Nrf2 ARE act 0.4%, A549 viability -9% and Nrf2 inh 4%.
Screening Cc1ccc(C2(CC(=O)Nc3nccs3)CCOC(C(C)C)C2)cc1 (configuration not stated) returned S2 tox inactive, MCF10A rereplic -82%[inhibitor], TGFb SMAD3 inh -10%, HepG2 tox 7%, ATXN2 expr inh 1%, EPAC2 antag 2%, Nrf2 ARE act -0.5%, A549 viability -1% and Nrf2 inh 8%.
Screening O=C(O)Cn1c2ccccc2c2ccccc21 returned S2 tox inactive, MCF10A rereplic -6%, TGFb SMAD3 inh 14%, HepG2 tox 11%, ATXN2 expr inh 11%, EPAC2 antag 3%, Nrf2 ARE act -0.7%, A549 viability 12% and Nrf2 inh 0%.
For CC(=O)Nc1cccc(NC(=O)C(=O)Nc2ccc3c(c2)N(C(=O)C2CC2)CCC3)c1 the results were S2 tox inconclusive, MCF10A rereplic inconclusive, TGFb SMAD3 inh 5%, HepG2 tox -16%, ATXN2 expr inh 7%, EPAC2 antag -5%, Nrf2 ARE act 2.8%, A549 viability 0% and Nrf2 inh -20%.
Screening COC(=O)c1ccc(C2/C(=C(/O)c3ccc(OC)cc3)C(=O)C(=O)N2Cc2ccco2)cc1 (configuration not stated) returned S2 tox inactive, MCF10A rereplic 18%, TGFb SMAD3 inh 7%, HepG2 tox -5%, ATXN2 expr inh -1%, EPAC2 antag 6%, Nrf2 ARE act -0.2%, A549 viability -8% and Nrf2 inh inconclusive.
Nc1nc(SCc2ccc([N+](=O)[O-])cc2)nc2nc3c(cc12)CCCC3 was read as S2 tox inconclusive, MCF10A rereplic 7%, TGFb SMAD3 inh -23%, HepG2 tox -15%, ATXN2 expr inh -21%, EPAC2 antag -5%, Nrf2 ARE act 3.3%, A549 viability -1% and Nrf2 inh -3%.
`O=C(CNc1cccc(C(F)(F)F)c1)N/N=C/c1ccccc1C(=O)O` gave S2 tox inactive, MCF10A rereplic -6%, TGFb SMAD3 inh -1%, HepG2 tox -1%, ATXN2 expr inh 10%, EPAC2 antag -12%, Nrf2 ARE act 0.0%, A549 viability 0% and Nrf2 inh 0%.
For CCOC(=O)C1(Cc2ccc(OC)cc2)CCN(C(=O)c2cc(C)nn2C)CC1 the results were S2 tox inactive, MCF10A rereplic -5%, TGFb SMAD3 inh inconclusive, HepG2 tox -37%, EPAC2 antag -7%, Nrf2 ARE act 4.0%, A549 viability 1% and Nrf2 inh inconclusive.
`Cc1oc(-c2ccc(Cl)cc2)nc1CS(=O)CC(=O)NCc1ccc(Cl)cc1` (configuration not stated) gave TGFb SMAD3 inh inconclusive, HepG2 tox -6%, Nrf2 ARE act -0.5%, A549 viability -8% and Nrf2 inh -23%.
`Cc1ccc(Cl)cc1-c1ccc(/C=N/n2cnnc2)o1` gave S2 tox inactive, MCF10A rereplic 18%, TGFb SMAD3 inh -5%, HepG2 tox -7%, ATXN2 expr inh 3%, EPAC2 antag -4%, Nrf2 ARE act 0.0%, A549 viability -3% and Nrf2 inh -13%.
COc1ccccc1CNCc1cccc(Oc2ccccc2)c1 was read as S2 tox inactive, MCF10A rereplic 3%, TGFb SMAD3 inh -3%, HepG2 tox -18%, ATXN2 expr inh -11%[11.3 µM], EPAC2 antag 6%, Nrf2 ARE act 0.7%, A549 viability 10% and Nrf2 inh 7%.
For CC(C)Cc1nc(NCCN2CCOCC2)c(C#N)c2c1COC(C)(C)C2 the results were S2 tox inactive, MCF10A rereplic -3%, TGFb SMAD3 inh 25%, HepG2 tox -12%, ATXN2 expr inh -10%, EPAC2 antag 6%, Nrf2 ARE act 0.4%, A549 viability 11% and Nrf2 inh -9%.
`CCN(CC)C(=O)CSC1=C(C#N)C(c2ccco2)C(C(=O)OCCOC)=C(C)N1` (configuration not stated) gave S2 tox inactive, MCF10A rereplic inconclusive, TGFb SMAD3 inh inconclusive, HepG2 tox 4%&-4%, ATXN2 expr inh 1%&2%, EPAC2 antag 2%&3%, Nrf2 ARE act 2.6%&0.2%, A549 viability 0%&9% and Nrf2 inh -3%&4%.
For CCOC(=O)NC1Cc2ccccc2C1Sc1ccccn1 (configuration not stated) the results were S2 tox inactive, MCF10A rereplic -4%, TGFb SMAD3 inh 7%, HepG2 tox 1%, ATXN2 expr inh -1%, EPAC2 antag inconclusive, Nrf2 ARE act -2.4%, A549 viability -1% and Nrf2 inh 2%.
`CC1CCCN(C(=O)C2CCN(S(=O)(=O)c3cccc4nonc34)CC2)C1` (configuration not stated) gave S2 tox inactive, MCF10A rereplic inconclusive, TGFb SMAD3 inh 0%, HepG2 tox 11%, ATXN2 expr inh 6%, EPAC2 antag 1%, Nrf2 ARE act -0.4%, A549 viability -4% and Nrf2 inh -27%.

The closing three records of the part above come first, to join the parts.
`CCN(CC)C(=O)CSC1=C(C#N)C(c2ccco2)C(C(=O)OCCOC)=C(C)N1` (configuration not stated) gave S2 tox inactive, MCF10A rereplic inconclusive, TGFb SMAD3 inh inconclusive, HepG2 tox 4%&-4%, ATXN2 expr inh 1%&2%, EPAC2 antag 2%&3%, Nrf2 ARE act 2.6%&0.2%, A549 viability 0%&9% and Nrf2 inh -3%&4%.
For CCOC(=O)NC1Cc2ccccc2C1Sc1ccccn1 (configuration not stated) the results were S2 tox inactive, MCF10A rereplic -4%, TGFb SMAD3 inh 7%, HepG2 tox 1%, ATXN2 expr inh -1%, EPAC2 antag inconclusive, Nrf2 ARE act -2.4%, A549 viability -1% and Nrf2 inh 2%.
`CC1CCCN(C(=O)C2CCN(S(=O)(=O)c3cccc4nonc34)CC2)C1` (configuration not stated) gave S2 tox inactive, MCF10A rereplic inconclusive, TGFb SMAD3 inh 0%, HepG2 tox 11%, ATXN2 expr inh 6%, EPAC2 antag 1%, Nrf2 ARE act -0.4%, A549 viability -4% and Nrf2 inh -27%.
`COc1cc(C(=O)N=C2SC3CS(=O)(=O)CC3N2c2ccccc2)cc(OC)c1OC` (configuration not stated) gave S2 tox inactive, MCF10A rereplic 1%, TGFb SMAD3 inh 0%, HepG2 tox 5%, ATXN2 expr inh 4%, EPAC2 antag 1%, Nrf2 ARE act 0.0%, A549 viability 0% and Nrf2 inh 11%.
Cc1ccc(CSc2nc(N)cc(=O)[nH]2)cc1 was read as S2 tox inactive, MCF10A rereplic 0%, TGFb SMAD3 inh 1%, HepG2 tox -1%, EPAC2 antag -2%, Nrf2 ARE act 4.5%, A549 viability 0% and Nrf2 inh -3%.
Cc1cccn2c(=S)[nH]nc12 was read as S2 tox inactive, MCF10A rereplic -3%, TGFb SMAD3 inh inconclusive, HepG2 tox 8%, ATXN2 expr inh 3%, EPAC2 antag 8%, Nrf2 ARE act -0.7%, A549 viability 2% and Nrf2 inh 5%.
Screening O=C(CCS(=O)(=O)c1cc2c3c(c1)CCN3C(=O)CC2)NCc1ccc(Cl)cc1 returned S2 tox inactive, TGFb SMAD3 inh -25%, HepG2 tox -2%, ATXN2 expr inh -9%, Nrf2 ARE act -0.3%, A549 viability 10% and Nrf2 inh 7%.
Screening CC1CN(C(=O)CCC(=O)NCCc2ccccc2)c2ccccc2O1 (configuration not stated) returned S2 tox inactive, MCF10A rereplic -1%, TGFb SMAD3 inh 4%, HepG2 tox 0%, ATXN2 expr inh 10%, EPAC2 antag -1%, Nrf2 ARE act -0.7%, A549 viability 0% and Nrf2 inh 7%.
`C/C(=N/N1CCN(Cc2ccccc2)CC1)c1ccc(Br)cc1` gave S2 tox inactive, MCF10A rereplic 5%, TGFb SMAD3 inh -18%, HepG2 tox -13%, ATXN2 expr inh -17%, EPAC2 antag -7%, Nrf2 ARE act 2.6%, A549 viability 11% and Nrf2 inh 2%.
CCCCOC(=O)Nc1ccccc1C(=O)N1CCCC1 was read as S2 tox inconclusive, MCF10A rereplic inconclusive, TGFb SMAD3 inh 3%, HepG2 tox 5%, ATXN2 expr inh 1%, EPAC2 antag 8%, Nrf2 ARE act 2.8%, A549 viability -1% and Nrf2 inh 6%.
`O=[N+]([O-])c1ccc(Cl)c(NC2=NCCCCC2)c1` gave S2 tox inactive, MCF10A rereplic 0%, TGFb SMAD3 inh -3%, HepG2 tox 7%, ATXN2 expr inh -3%, EPAC2 antag 12%, Nrf2 ARE act 0.1%, A549 viability -2% and Nrf2 inh -5%.

The list is partial, so the mix of outcomes need not match the whole.
